# CHRM4 agonist: agonists of human muscarinic M4 receptor (CHRM4); 360,000 tested, 0.14% active; activation, % at 3 µM; AID 624127; CHO-K1 hM4/Gqi5, Fluo-8 calcium fluorescence; vehicle 0%, full acetylcholine response 100%; P08173;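 active = activation above the run mean over all test wells plus 3 SD, cut at about 32% in these data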;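 note: peak over basal fluorescence ratio per well then scaled between controls; 0% = DMSO wells and 100% = acetylcholine at EC100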
# Target sequence (P08173 whole entry, looked up): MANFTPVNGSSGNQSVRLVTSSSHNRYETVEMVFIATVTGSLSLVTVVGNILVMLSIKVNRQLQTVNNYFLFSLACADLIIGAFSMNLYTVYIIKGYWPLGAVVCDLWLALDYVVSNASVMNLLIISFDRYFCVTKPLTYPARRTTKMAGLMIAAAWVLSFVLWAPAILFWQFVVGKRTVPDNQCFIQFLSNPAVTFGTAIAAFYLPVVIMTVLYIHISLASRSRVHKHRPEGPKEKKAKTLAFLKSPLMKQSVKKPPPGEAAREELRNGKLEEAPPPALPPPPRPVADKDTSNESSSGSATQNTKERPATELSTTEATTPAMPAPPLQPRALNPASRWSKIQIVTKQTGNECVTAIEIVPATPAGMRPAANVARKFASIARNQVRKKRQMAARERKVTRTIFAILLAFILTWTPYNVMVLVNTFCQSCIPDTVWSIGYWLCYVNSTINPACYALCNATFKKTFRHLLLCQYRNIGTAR
# CHRM5 agonist: agonists of human muscarinic M5 receptor (CHRM5) | P08912 | CHO-K1 hM5 cells, Fluo-8 calcium fluorescence; 0% DMSO wells, 100% maximal acetylcholine response | activation, % at 3 µM | 360,000 tested, 0.19% active | AID 624037;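 active = activation above the run's mean over test compounds plus 3 SD, cut at about 23% in these data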;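 note: signal is peak over basal fluorescence ratio across the kinetic read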
# Target sequence (P08912 whole entry, looked up): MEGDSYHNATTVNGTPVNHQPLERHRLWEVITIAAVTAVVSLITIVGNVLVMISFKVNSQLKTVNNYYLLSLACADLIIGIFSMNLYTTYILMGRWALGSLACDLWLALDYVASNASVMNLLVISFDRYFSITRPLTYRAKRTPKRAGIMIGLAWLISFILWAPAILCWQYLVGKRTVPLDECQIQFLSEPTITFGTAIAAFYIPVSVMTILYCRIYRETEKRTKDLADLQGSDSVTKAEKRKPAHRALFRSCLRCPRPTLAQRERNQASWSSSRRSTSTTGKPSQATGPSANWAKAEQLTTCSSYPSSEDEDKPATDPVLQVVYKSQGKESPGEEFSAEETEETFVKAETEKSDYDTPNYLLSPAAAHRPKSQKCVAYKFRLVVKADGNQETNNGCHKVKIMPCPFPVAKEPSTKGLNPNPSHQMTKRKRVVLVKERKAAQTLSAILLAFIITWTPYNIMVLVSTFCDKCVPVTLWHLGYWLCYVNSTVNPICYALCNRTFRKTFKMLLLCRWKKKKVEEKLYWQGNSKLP
# M5 PAM: CHRM5 positive allosteric modulation; P08912; CHO-K1 hM5, Fluo-8 calcium, ACh EC20 PAM; 0% = ACh EC20, 100% = ACh EC100; activation, % at 3 µM; 360,000 tested, 0.3% active; AID 624038;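 active = activation above the run cutoff, the mean activation of all test compounds plus 3 SD, cut at about 18% in these data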
#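 Test system: CHO-K1 hM5 cells / Doses: single-point, 3 µM nominal / Times: Post-acetylcholine fluorescence recording 140 s / Technique: Fluo-8 calcium fluorescence / Measure: Max/basal fluorescence ratio as % of EC20–EC100 ACh window / Benchmarks: low control EC20 acetylcholine (0%), high control EC100 acetylcholine (100%) / Replicates: one well per compound, no replicates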
# CHRM1 PAM: potentiates human M1 receptor response to acetylcholine; P11229; CHO-K1 hM1, Fluo-8 calcium fluorescence, ACh EC20; 0% = ACh EC20, 100% = maximal ACh; activation, % at 3 µM; 360,000 tested, 0.088% active; AID 588819; in the data active = activation above about 19%, passing the limit was not always enough
# M4 antag: blocks acetylcholine activation of human M4 receptor; 360,000 tested, 0.73% active; CHO-hM4 cells, ACh EC80, Fluo-8 calcium fluorescence; inhibition, % at 3 µM;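 active = inhibition above its plate's cutoff, the mean inhibition of sample wells plus 3 SD, cut at about 27% in these data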;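 note: 0% = acetylcholine EC80 with DMSO and 100% = DMSO without agonist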
# CRFR2-BP ag: CRF-BP/CRF-R2 complex agonism. HEK293 CRF-R2/CRF-BP, calcium dye fluorescence (FLIPR); percent of saturating CRF peptide response. activation, % at 13.2 µM. 350,000 tested, 0.46% active. AID 588473;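 active = activation of at least 50%, plus an integration ratio under a set limit after plate pattern correction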;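 note: plate controls were neutral control wells without compound for no effect and CRF at EC100 for full effect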
# M1 antag: human CHRM1 antagonism; P11229; CHO-K1 hM1, Fluo-8 calcium fluorescence, ACh EC80 antagonist; inhibition, % at 3 µM; 360,000 tested, 1.3% active; AID 588852;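 active = percent inhibition above its own plate's cutoff, namely the mean of that plate's compound wells plus 3 SD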;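 note: peak over basal fluorescence ratio during 140 s after agonist addition; 0% = ACh EC80 plus DMSO and 100% = DMSO alone without agonist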
# M4 PAM: potentiates acetylcholine response at human M4 receptor | 360,000 tested, 0.4% active | AID 624126 | CHO-K1 hM4/Gqi5, Fluo-8 calcium fluorescence, ACh EC20; 0% = ACh EC20, 100% = maximal ACh | activation, % at 3 µM;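 active = activation above its plate's cutoff, the mean activation of sample wells plus 3 SD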; note: some results filed as inactive read as strong as hits
# CHRM5 antagonist: antagonists of human muscarinic M5 receptor (CHRM5); P08912; CHO-hM5 cells, Fluo-8 calcium fluorescence, ACh EC80; inhibition, % at 3 µM; 360,000 tested, 0.59% active; AID 624040;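 active = inhibition above a per-plate cutoff, the mean of that plate's test compounds plus 3 SD, cut at about 27% in these data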;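 note: 0% = acetylcholine EC80 with DMSO and 100% = DMSO without agonist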
# Numbers without * were called inactive; x = not tested or not shown.
CRFR2-BP ag	CHRM4 agonist	SMILES	CHRM5 antagonist	M5 PAM	M4 PAM	CHRM5 agonist	M1 antag	M4 antag	CHRM1 PAM
-1.5	27	Clc1ccc(-c2noc(CSc3nnc(-c4ccncc4)n3-c3ccccc3)n2)cc1	17	-20	-6	12	19	11	-17
0.7	8	O=C(CSc1nc2cc(Cl)ccc2o1)NCCc1ccccc1	6	-8	-6	-1	-6	-4	-2
-1.2	0	COc1ccccc1CCC(=O)NNC(=O)c1ccccc1	15	-3	4	-3	-4	-21	1
1.4	0	COc1ccc(-n2nc(C(=O)NCC(=O)N3CCC(C(N)=O)CC3)c3ccccc3c2=O)cc1	9	-4	0	-3	-5	0	7
-1.4	6	Cc1nn2c(CN(C(=O)COc3ccccc3)c3ccccc3)nnc2c2ccccc12	-5	-5	-6	4	0	5	-2
0.0	0	Cc1c(/C(O)=C2/C(=O)C(=O)N(CCN3CCOCC3)C2c2cccnc2)cnn1-c1ccccc1 (stereo not given)	3	-1	6	7	-5	-3	5
-0.4	-1	CC(C)(C)Cc1c(-c2ccccc2)nc2ccc(Br)cn12	-2	-4	-6	-1	1	-15	-9
1.6	1	O=C(NCCCO)/C(=C\c1ccco1)NC(=O)c1ccc(Br)o1	2	3	3	-2	-7	-7	1
-0.6	0	Cc1oc(C)c(C(=O)O)c1C(=O)O	3	2	6	2	-22	-5	3
0.8	1	COC(=O)C1=C(CS(=O)(=O)c2cc(OC)ccc2OC)NC(=O)NC1c1ccc(O)c(OC)c1 (stereo not given)	22	-8	3	-2	0	-5	-4
-0.3	1	CCCn1c(NC(=O)CSCC(=O)Nc2cc(C)on2)nc2ccccc21	-3	4	4	0	-15	-4	11
-2.0	1	O=C(NCCc1ccccc1F)C1CCC(=O)N(Cc2ccc(Cl)cc2)C1 (stereo not given)	-17	5	6	-7	-20	4	10
1.8	17	COc1ccc(C(O)c2nc3ccccc3n2C)cc1OC (stereo not given)	11	-12	-3	14	20	6	-9
7.8	0	Cc1ccc(C)c(N/C=C(\C#N)c2nc3ccccc3o2)c1	12	0	11	-1	-6	4	5
-1.0	2	COc1cc2c(c(OC)c1)C(c1ccncc1)CC(=O)N2 (stereo not given)	4	-9	-5	1	-5	3	0
7.4	4	CN1CCN(C2=Cc3ccccc3Sc3cc(F)c(F)cc32)CC1	22	-43	-17	-12	70*	17	-21
-0.3	2	NC(=O)CSc1nnc(-c2ccccc2F)n1C1CC1	3	1	-2	-1	-2	12	6
-0.8	1	c1ccc(CSc2nncn2-c2ccccn2)cc1	-2	5	14	-4	-9	-3	13
0.1	1	O=C(O)c1ccc(NS(=O)(=O)c2cccc(C(=O)Nc3ccc([N+](=O)[O-])cc3)c2)cc1	-3	-8	-2	2	1	13	-2
1.3	4	COc1ccc(Nc2nnc(SCC(=O)/C=C3/N(C)c4ccccc4C3(C)C)s2)cc1	12	-14	-13	-3	12	0	-11
-0.8	6	Cc1cc(C)cc(-n2ncc3c2CCCC3NC(=O)c2ccccc2)c1 (stereo not given)	2	-4	-2	1	-10	-17	9
0.2	10	CN(C)CCN(C(=O)/C=C/c1cccs1)c1nc2ccc(F)cc2s1	-1	2	-4	0	3	1	0
-0.6	12	CCOC(=O)C1=C(COC(=O)/C=C/c2ccc([N+](=O)[O-])cc2)NC(=O)NC1C (stereo not given)	16	-23	10	4	1	-2	17
-0.6	0	Cc1cnc(C(=O)OCC(=O)Nc2ccccc2-c2ccccc2)cn1	-4	0	0	0	5	-4	-3
-0.6	-2	CCCCSc1nc2c(c(=O)[nH]1)CCC2	-3	5	17	-1	-1	1	1
4.9	0	Cc1ccc[n+](CC(=O)c2ccc(NC(=O)c3ccccc3)cc2)c1C	-8	11	-5	-18	10	5	-8
15	9	COc1ccc(C(=O)CN2C(=O)NC(C)(c3ccc(C)cc3)C2=O)cc1OC (stereo not given)	5	-11	5	18	1	8	-5
-1.0	1	C/C(=N/NC(=O)c1ccncc1)c1ccc2c(c1)OCO2	14	-1	1	-2	-15	-8	7
31	1	CC1CC1c1ccc(/C=C(\C#N)C(=O)Nc2cc(Cl)ccc2Cl)o1 (stereo not given)	-4	9	21*	1	4	-6	9
-1.4	11	COc1cc(CNCc2ccncc2)cc(Br)c1OCc1ccccc1F	4	-9	0	3	-1	6	-2
0.0	1	Nc1cccc(C#Cc2ccc3c(=O)c4ccccc4oc3c2)c1	9	4	5	-2	4	0	-1
x	0	Cc1ccc2c(CN3CCN(c4ccccc4)CC3)cc(=O)oc2c1	5	-2	1	0	-28	0	0

# Sorted by molar mass (rising): 3 of the compounds above.
CRFR2-BP ag	CHRM4 agonist	SMILES	CHRM5 antagonist	M5 PAM	M4 PAM	CHRM5 agonist	M1 antag	M4 antag	CHRM1 PAM
-1.0	1	C/C(=N/NC(=O)c1ccncc1)c1ccc2c(c1)OCO2	14	-1	1	-2	-15	-8	7
0.0	1	Nc1cccc(C#Cc2ccc3c(=O)c4ccccc4oc3c2)c1	9	4	5	-2	4	0	-1
4.9	0	Cc1ccc[n+](CC(=O)c2ccc(NC(=O)c3ccccc3)cc2)c1C	-8	11	-5	-18	10	5	-8

# The listing continues:
CRFR2-BP ag	CHRM4 agonist	SMILES	CHRM5 antagonist	M5 PAM	M4 PAM	CHRM5 agonist	M1 antag	M4 antag	CHRM1 PAM
-1.3	0	COc1ccc(/C=C(\NC(=O)c2ccc(OC)cc2)C(=O)Nc2ccccc2C(=O)O)cc1	19	-7	-4	-2	-17	7	10
0.2	0	Cc1[nH]c(=O)[nH]c(=O)c1S(=O)(=O)N1CCCC1	-13	1	5	0	-4	3	-1
-1.0	0	CCC(=O)N1CCc2cc(S(=O)(=O)NC(Cc3ccccc3)C(=O)O)ccc21 (stereo not given)	2	4	7	-4	-14	-6	12
2.5	0	COCCNc1cnn(-c2ccccc2)c(=O)c1Cl	-13	13	2	4	-15	-19	8
-0.8	-2	Cc1ccc(NC2=NC(=S)N(CC#N)C23CCCCC3)cc1	-8	3	7	-13	-29	-11	5
x	6	COc1ccc(C(NC(=O)C2CCN(CCOc3ccc(F)cc3)CC2)c2cccs2)cc1 (stereo not given)	-3	-5	2	0	-2	-7	-1
-0.1	1	O=C(NCc1nnc(SCC(=O)N2CCOCC2)o1)c1c(F)cccc1F	5	-3	2	-2	10	5	0
1.0	4	O=C(NCc1ccccn1)c1ccccc1OCc1ccc(F)cc1	-2	-1	-6	-2	-3	-4	3
x	-1	CCCCC[C@H](C)N1C[C@H](COCc2ccccc2)Oc2cc(N3CC[C@@H](O)C3)ccc2S1(=O)=O	-6	-1	1	-1	x	-3	x
-1.8	13	O=C(CCC(=O)N1CCSc2ccccc21)NCc1cccc(Br)c1	-1	-4	-6	2	-8	-9	-2
-0.5	0	Cc1ccc(NC(=O)C2CCCN(S(=O)(=O)c3ccc4[nH]c(=O)ccc4c3)C2)c(C)c1 (stereo not given)	1	-4	-2	2	3	-4	2
13	14	CCOC(=O)c1ccc(NC(=O)C2CCN(S(=O)(=O)c3c(C)nn(C)c3C)CC2)cc1	9	-15	-8	4	12	-5	-11
-0.7	6	NS(=O)(=O)c1ccc(-c2ccc(/C=C3\C(=O)Nc4cc(Cl)ccc43)o2)cc1	7	-4	-1	1	-2	-1	3
-0.4	0	Cn1ccnc1SCC(=O)c1ccc(Br)cc1	3	-5	2	-1	-9	-7	0
-1.4	3	CSc1nnc2c(n1)[nH]c1c(C)cccc12	-9	6	9	-1	-5	-13	2
-1.8	1	COc1ccc(NC(=O)CSc2nnnn2C)c([N+](=O)[O-])c1	32*	-8	9	-3	-4	9	2
-0.3	16	COc1ccc(C(=O)NC(=S)Nc2ccc(CN3CCOCC3)cc2)cc1Cl	14	-6	-2	-4	11	-7	-12
0.2	0	CS(=O)(=O)N1CC(C(=O)O)Oc2ccc(CC(=O)O)cc21 (stereo not given)	-3	3	4	-1	-3	-2	0
x	2	CC(=O)NCCNC(=O)C1Cc2c(-c3ccccc3Oc3ccccc3)ccnc2O1 (stereo not given)	4	2	5	2	-9	-4	9
1.2	5	O=C(NCCc1c[nH]c2ccccc12)c1cccc(Br)c1	-3	-3	5	-4	-14	-21	6
-2.4	0	CCN(CC)CCc1c(C)[nH]c(C(=O)OCc2ccccc2)c1C	-5	6	1	-5	-7	4	6
-2.9	0	Cc1cc(C(=O)COC(=O)c2ccc[nH]c2=O)c(C)n1-c1ccccc1	-4	2	3	0	-6	-12	6
0.0	2	CCOc1ccc(C(=O)OCC(=O)NC2CCCC2)cc1OCC	-2	-4	-1	-1	-1	-12	0
-1.4	0	CCOC(=O)N1CCN(c2c(N3CC=C(c4ccccc4)CC3)c(=O)c2=O)CC1	3	-3	-2	5	-3	-1	2
1.7	1	CCOc1ccc(CNCc2ccc(C(=O)O)cc2)cc1OC	5	1	0	-1	-7	5	4
1.0	1	O=[N+]([O-])c1cc(CN2CCC(O)CC2)ccc1Cl	2	2	10	-5	-3	-9	4
-1.5	4	Cc1nc(N)sc1-c1csc(N(C)c2ccc(O)cc2)n1	-5	-5	-7	2	14	0	-12
0.1	0	CC(C)(C)C(=O)NC1CC2CCCC(C1)N2C(=O)Nc1cccc(Cl)c1 (stereo not given)	13	3	0	-11	-16	3	9
x	12	CC(C)CC(N)c1csc(NC(=O)Nc2ccccc2-c2ccccc2)n1 (stereo not given)	6	0	3	2	-1	2	4
7.8	2	CCN(CC)S(=O)(=O)c1ccc(-c2nnc(SCc3nnc(-c4ccccc4)o3)o2)cc1	-8	1	15	-3	-32	-12	6
-2.3	0	O=C(CCc1nc2ccccc2c(=O)[nH]1)Nc1cc(C(F)(F)F)ccc1N1CCCC1	-3	7	-5	-4	2	-7	4
-0.1	2	CCn1cc(CNC(=O)/C=C/c2ccc([N+](=O)[O-])cc2)cn1	7	-8	12	0	4	6	2
1.2	1	O=C(CNC(=O)c1ccc(Cl)cc1Cl)NCC(=O)Nc1ccccc1N1CCOCC1	-3	-1	9	-2	-30	-5	8
-0.7	1	CCC(C)NS(=O)(=O)c1ccc(N)cc1 (stereo not given)	4	3	-1	-4	-8	5	12
-3.1	0	CC(=O)c1cnn(-c2cc(Oc3ccccc3C)ncn2)c1C	-3	-2	3	-2	-2	8	1
-1.1	2	O=S1(=O)C[C@@H](N2CCC(Cc3ccccc3)CC2)[C@H](COCc2ccccc2)N1	6	-2	3	1	-2	-11	-3
-0.9	2	Nc1c(C(=O)N2CCOCC2)sc2nc3c(cc12)CCCC3	9	2	-3	-4	-8	4	7
2.0	0	Cc1nc2ncnn2c(C)c1C/C=C/c1ccccc1	3	-1	-9	2	3	10	1
-1.9	3	CC(C)c1ccccc1OCC(=O)Nc1ccc2[nH]ncc2c1	-8	6	-6	4	-3	5	1
0.4	-1	CSc1nnc(-c2ccc(Cl)cc2Cl)o1	-5	5	5	-3	-14	-12	8
0.2	2	CCO[C@H]1OC(C(=O)NCc2ccccc2)=C[C@@H](C(C)(C)C)[C@@H]1CCCO	7	-5	4	-2	24	6	-13
-1.0	0	CCNC(=O)CN1C(=O)NC2(CCCCCC2)C1=O	2	2	3	4	-14	12	12

# Screening results from PubChem BioAssay.
